# Source: PubChem BioAssay (Sanford-Burnham Center for Chemical Genomics)
# HKDC1 inh: inhibitors of human hexokinase HKDC1; hit rate 0.16% among 340,000; inhibition, % at 20 µM; recombinant HKDC1, G6PDH/diaphorase resazurin coupled fluorescence; Q2TB90;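 active = inhibition above about 35% when tested at 20 µM, limit read from the data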;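 note: plate controls were DMSO wells with enzyme for no effect and DMSO wells lacking enzyme for full effect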
#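 Assay system – recombinant HKDC1 (HK5) hexokinase enzyme, produced in-house · Input – HKDC1 at 5 µg/mL · Reagent – glucose plus 1 mM ATP as hexokinase substrates · Timing – 90 min reaction incubation at room temperature, dark · Measured by – G6PDH/diaphorase-coupled fluorescence, 1 mM NADP, 100 µM resazurin, 525/613 nm · Benchmarks – DMSO-enzyme wells negative, buffer-substituted wells positive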
# mIAP act: increases mouse intestinal alkaline phosphatase activity | muIAP, CDP-Star luminescence, 30 min; hits give high values; 1 = vehicle-only enzyme signal, 0 = enzyme-free wells | activation factor at 10 µM | hit rate 0.24% among 330,000 | AID 2805;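 active = activation factor of at least 2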; note: the source names both 10 and 20 µM as test concentration; values of inactives mirror those of a sister screen read the other way
#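 Assay system: mouse IAP enzyme; reagent: chemiluminescent substrate CDP-Star; dosing: test compounds delivered from DMSO solution; schedule: 30 min at room temperature; measured by: luminescence from enzymatic CDP-Star hydrolysis; controls: DMSO-only wells and no-enzyme negative control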
# PfG6PD inh: PfG6PD (Plasmodium falciparum) enzyme inhibition | PfGluPho enzyme, NADPH resazurin-diaphorase fluorescence | inhibition, % at 20 µM | hit rate 0.78% among 350,000;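 active = inhibition reaching at least a set limit at 20 µM in the primary screen, cut at about 59% in these data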;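 note: 0% = DMSO wells with substrate and 100% = DMSO wells lacking glucose-6-phosphate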
# APOBEC3A inh: human APOBEC3A DNA deaminase inhibition; P31941; recombinant A3A, FAM/TAMRA ssDNA deamination fluorescence; inhibition, % at 20 µM; hit rate 0.41% among 330,000; AID 493011;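 active = at least 40% inhibition at 20 µM here, with at most 30% in a related deaminase screen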;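 note: plate controls were A3A with DMSO for no effect and wells lacking A3A enzyme for full effect; some results filed as inactive read as strong as hits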
# hIAP inh: blocks human intestinal alkaline phosphatase | P09923 | purified IAP, CDP-Star luminescence, 30 min | inhibition, % at 10 µM | AID 2544 | hit rate 0.12% among 330,000;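 active = inhibition reaching a set limit with compound at 10 µM in the primary screen, cut at about 35% in these data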;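 note: plate controls were DMSO wells with enzyme for no effect and no-enzyme buffer wells for full effect; values of inactives mirror those of a sister screen read the other way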
# Target sequence (P09923 whole entry, looked up): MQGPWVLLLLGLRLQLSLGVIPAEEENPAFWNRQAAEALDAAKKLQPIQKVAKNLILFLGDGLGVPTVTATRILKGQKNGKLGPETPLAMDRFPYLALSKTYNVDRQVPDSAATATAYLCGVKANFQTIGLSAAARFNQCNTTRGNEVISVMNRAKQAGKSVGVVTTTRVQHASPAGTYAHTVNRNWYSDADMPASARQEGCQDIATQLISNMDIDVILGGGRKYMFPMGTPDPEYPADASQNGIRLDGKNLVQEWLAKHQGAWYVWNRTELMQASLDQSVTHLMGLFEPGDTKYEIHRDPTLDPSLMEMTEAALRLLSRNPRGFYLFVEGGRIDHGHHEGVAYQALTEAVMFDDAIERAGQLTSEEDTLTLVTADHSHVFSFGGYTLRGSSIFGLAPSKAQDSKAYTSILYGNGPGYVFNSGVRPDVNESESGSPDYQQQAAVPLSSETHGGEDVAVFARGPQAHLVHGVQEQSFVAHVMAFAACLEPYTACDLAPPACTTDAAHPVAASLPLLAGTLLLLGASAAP
# mIAP inh: blocks mouse intestinal alkaline phosphatase. purified mouse IAP, CDP-Star luminescence, 30 min. inhibition, % at 10 µM. hit rate 0.2% among 330,000. AID 2806;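 active = inhibition of at least 40% at 10 µM in the primary screen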;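 note: plate controls were DMSO with enzyme for no effect and no enzyme wells for full effect; values of inactives mirror those of a sister screen read the other way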
# ATG4B inh: inhibitors of human ATG4B cysteine protease. AID 504462. Q9Y4P1. hit rate 0.51% among 340,000. inhibition, % at 8.33 µM. ATG4B cleavage of LC3-PLA2, NBD-HPC fluorescence, 1 h; in the data active = inhibition above about 40%
# Target sequence (Q9Y4P1 whole entry, looked up): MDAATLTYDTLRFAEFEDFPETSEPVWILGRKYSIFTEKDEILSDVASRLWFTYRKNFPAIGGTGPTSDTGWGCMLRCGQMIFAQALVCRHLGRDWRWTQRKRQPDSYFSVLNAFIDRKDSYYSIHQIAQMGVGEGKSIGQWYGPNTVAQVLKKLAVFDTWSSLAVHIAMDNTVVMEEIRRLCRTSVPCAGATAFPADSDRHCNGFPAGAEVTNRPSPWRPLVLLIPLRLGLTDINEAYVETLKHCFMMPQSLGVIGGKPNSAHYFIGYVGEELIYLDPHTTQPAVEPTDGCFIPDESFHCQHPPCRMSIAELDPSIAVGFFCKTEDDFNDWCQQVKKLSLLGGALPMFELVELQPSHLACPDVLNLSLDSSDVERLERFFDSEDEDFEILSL
# hIAP act: human IAP activation; P09923; purified human IAP, CDP-Star luminescence, 30 min; hits give high values; 1 = vehicle-only enzyme, 0 = enzyme-free background; activation factor at 10 µM; hit rate 0.16% among 330,000;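 active = activation factor of the enzyme at least 2-fold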; note: the source names both 10 and 20 µM as test concentration; values of inactives mirror those of a sister screen read the other way
# Active calls of the source: *.
1. CC(C)C(C(=O)OCC(=O)c1cccc([N+](=O)[O-])c1)N1C(=O)[C@@H]2[C@H]3CC[C@H](C3)[C@@H]2C1=O (stereo not given in full)
2. COC(=O)C1=C[C@@H](C(=O)OC)[C@@H]2C3=C(C(=O)[C@]2(CC(C)C)NC(=O)c2ccccc2)[C@H](C)n2c(=O)n(-c4ccccc4)c(=O)n2[C@@H]3C1
3. CCCSc1ccc([C@@H]2[C@@H]3C(=O)N(C)C(=O)[C@@H]3[C@]3(C(=O)OC)CCCCN23)cc1OC
4. CNC(=O)CN(c1ccc2c(c1)OCCO2)S(C)(=O)=O
5. CC1CCCCN1C(=O)c1ccc(C(=O)Nc2ccc(F)cc2)cc1 (stereo not given)
6. COc1ccc(S(=O)(=O)Nc2cccc3c2O[C@H](CN(C)S(=O)(=O)c2ccccc2)[C@@H](C)CN([C@H](C)CO)C3=O)cc1
7. CCc1ccc(CNCCSc2nnnn2C)cc1
8. COc1ccc(CNc2nc(NCc3ccc(OC)c(OC)c3)n(C(=O)c3cccs3)n2)cc1OC

Assay by compound,1,2,3,4,5,6,7,8
HKDC1 inh,-7.5,-1.0,-0.9,-0.6,-6.0,-5.0,-5.7,15.5
mIAP act,0.841,1.07,0.938,0.987,0.904,0.898,0.928,0.903
PfG6PD inh,14.8,7.2,17.9,-8.4,12.6,2.6,4.7,12.5
APOBEC3A inh,2.1,-2.7,1.6,0.8,-4.7,-2.7,-3.4,-0.3
hIAP inh,0.7,4.7,-6.2,14.7,2.8,10.5,-13.0,9.5
mIAP inh,15.9,-7.2,6.2,1.3,9.6,10.2,7.2,9.7
ATG4B inh,6.5,-1.8,-5.9,-7.5,0.8,-6.9,-6.2,6.8
hIAP act,0.993,0.953,1.06,0.853,0.972,0.895,1.13,0.905

9. CCOC(=O)C1CCN(C(=O)C2CCCN(S(=O)(=O)c3ccc(OCC)c(Cl)c3)C2)CC1 (stereo not given)
10. O=S(=O)(c1cccc(F)c1)N1CCCN(c2ccc(C(F)(F)F)cn2)CC1
11. COC(=O)c1sc(NC(=O)C(C)c2ccccc2)nc1C (stereo not given)
12. COCCNC(=O)CN1CCN(C(c2ccccc2)c2ccccc2)CC1
13. CN1CCN(S(=O)(=O)c2ccc(N(C)Cc3cccc(F)c3)nc2)CC1
14. O=C(Cn1c(=O)oc2cc(S(=O)(=O)N3CCCC3)ccc21)N1CCN(C2CCCCC2)CC1
15. CCOC(=O)c1ccc(NC(=O)CN2C(=O)C(=O)N(CC(C)C)C2=O)cc1
16. Cc1cc(S(=O)(=O)Nc2ccc(C(=O)NCC(c3ccco3)N3CCCC3)cc2)ccc1F (stereo not given)

Assay by compound,9,10,11,12,13,14,15,16
HKDC1 inh,1.6,-0.9,15.0,-14.7,1.7,-0.1,-1.8,-6.4
mIAP act,1.03,0.98,0.921,1.09,0.953,1.08,0.878,0.975
PfG6PD inh,-13.8,4.3,2.7,-10.6,0.9,2.1,-0.5,10.0
APOBEC3A inh,-0.6,1.4,-2.1,1.3,-3.1,0.1,-6.6,-3.8
hIAP inh,-7.8,3.5,-9.6,-24.0,7.8,11.2,13.8,-7.7
mIAP inh,-3.4,2.0,7.9,-9.3,4.7,-7.8,12.2,2.5
ATG4B inh,10.9,-1.1,-11.0,-5.2,4.5,-6.4,10.2,-10.7
hIAP act,1.08,0.965,1.1,1.24,0.922,0.888,0.862,1.08

17. Cc1cccc(C)c1NC(=O)N1CC(C)OC(C)C1 (stereo not given)
18. Cc1cc(C)c([N+](=O)[O-])cc1NC(=O)CCSc1ccccc1Cl
19. CC(C)(C)OC(=O)NCCCC[C@@H](C(=O)N1CCN(C(=O)OC(C)(C)C)CC1)n1cc(C(CO)NC(=O)OC(C)(C)C)nn1 (stereo not given in full)
20. Cc1ccc2nc(-c3ccc(N)cc3)sc2c1
21. O=C(N/N=C/c1c(Cl)cccc1Cl)c1ccccc1F
22. O=C(Nc1cc(S(=O)(=O)N2CCCCC2)ccc1N1CCOCC1)c1ccc(C(F)(F)F)cc1
23. CN(C)/N=C/c1ccc(OC(=O)c2cccc([N+](=O)[O-])c2)cc1
24. O=C(CS(=O)(=O)c1cn(CC(=O)N2CCOCC2)c2ccccc12)Nc1ccccc1

Assay by compound,17,18,19,20,21,22,23,24
HKDC1 inh,-5.5,-6.0,0.5,2.6,-8.6,5.8,-2.0,-5.0
mIAP act,0.981,0.895,0.964,1.03,1.01,0.85,1.17,1.03
PfG6PD inh,-1.1,13.1,3.0,28.2,-5.7,16.4,3.9,0.0
APOBEC3A inh,-2.1,-3.8,-0.5,1.5,3.3,-1.6,-7.1,2.5
hIAP inh,14.0,6.4,3.4,-5.5,9.0,-7.9,-12.8,2.4
mIAP inh,1.9,10.5,3.6,-2.6,-1.3,15.0,-16.6,-3.4
ATG4B inh,0.8,12.9,-11.6,-10.0,4.5,-7.0,-2.8,10.0
hIAP act,0.86,0.936,0.966,1.05,0.91,1.08,1.13,0.976

# Full records, looked up by structure. Order of values: HKDC1 inh	mIAP act	PfG6PD inh	APOBEC3A inh	hIAP inh	mIAP inh	ATG4B inh	hIAP act
# Entry for Cc1cc(S(=O)(=O)Nc2ccc(C(=O)NCC(c3ccco3)N3CCCC3)cc2)ccc1F (stereo not given) = -6.4	0.975	10.0	-3.8	-7.7	2.5	-10.7	1.08
# Entry for COC(=O)c1sc(NC(=O)C(C)c2ccccc2)nc1C (stereo not given) = 15.0	0.921	2.7	-2.1	-9.6	7.9	-11.0	1.1

# Later entries
25. O=C(CNCc1ccc(F)cc1)Nc1ccc(S(=O)(=O)N2CCOCC2)cc1
26. CC(=O)Nc1ccc(OC(=O)c2cccs2)cc1
27. CCN(CC)S(=O)(=O)c1ccc(F)c(C(=O)NCCC(C)C)c1
28. COc1ccc(CCC(=O)Nc2ncc(C)s2)cc1
29. CCCC[C@H]1COCCS(=O)(=O)N1Cc1ccc(Br)cc1
30. NS(=O)(=O)c1ccc(NC(=O)COc2ncnc3c2cnn3-c2ccccc2)cc1
31. CC(/C=N\N1CCN(Cc2ccc(C)cc2)CC1)=C\c1ccccc1
32. O=C(COc1ccc(Br)cc1)NCCN1CCCC1

Assay by compound,25,26,27,28,29,30,31,32
HKDC1 inh,-4.4,-13.6,18.2,0.5,0.1,-2.5,-7.4,-4.0
mIAP act,0.976,0.955,1.03,0.981,1.01,1.09,1.01,1.02
PfG6PD inh,-7.9,0.7,12.0,-12.0,23.0,-12.0,18.7,-20.2
APOBEC3A inh,-1.2,-0.7,-0.5,-3.6,-1.4,8.4,-0.2,-5.5
hIAP inh,-19.1,11.5,4.6,-1.5,4.7,-11.8,6.4,19.1
mIAP inh,2.4,4.5,-3.3,1.9,-1.4,-9.5,-0.7,-2.1
ATG4B inh,-10.6,-1.8,-1.4,-1.3,-2.8,-8.9,-5.2,-2.6
hIAP act,1.19,0.885,0.954,1.01,0.953,1.12,0.936,0.809

33. O=C1C=C(/C=C/c2ccccc2)C[C@@H](c2ccc3c(c2)OCO3)C1
34. CCCCN(C(=O)c1c(-c2ccccc2)noc1C)c1c(N)n(CCC)c(=O)[nH]c1=O
35. Cc1ccc(C2=NS(=O)(=O)N(C)C(C(=O)Nc3cc(C)n(CC(=O)N4CCC(C)CC4)n3)=C2)cc1
36. COc1ccc(NC(=O)CSc2nc3ccccc3c(=O)[nH]2)cc1S(N)(=O)=O
37. Cc1cccc(NC2SC(=O)NC2=O)c1 (stereo not given)
38. CSCCC(N=C1NS(=O)(=O)c2ccccc21)C(=O)NCCc1ccccc1 (stereo not given)
39. CN(C(=O)c1ccccc1C(=O)OCC(=O)Nc1ccc(OC(F)F)cc1)c1ccccc1
40. CCCCC(=O)Nc1ccc2c(c1)C(=O)NC2=O

Assay by compound,33,34,35,36,37,38,39,40
HKDC1 inh,0.0,4.0,2.3,-1.6,9.0,-2.2,8.4,-3.9
mIAP act,0.976,0.992,1.05,1.03,0.868,0.931,1.11,0.93
PfG6PD inh,2.5,5.3,16.7,-1.3,-2.5,-8.5,-5.8,2.5
APOBEC3A inh,0.1,-2.3,-3.2,-6.7,-1.2,-2.3,-4.4,-4.9
hIAP inh,-6.2,-1.9,-12.6,-3.7,-1.4,-7.7,-9.2,-1.8
mIAP inh,2.4,0.8,-4.6,-3.0,13.2,6.9,-10.7,7.0
ATG4B inh,-4.8,-5.0,-16.0,4.2,2.5,-3.7,-1.6,3.9
hIAP act,1.06,1.02,1.13,1.04,1.01,1.08,1.09,1.02

41. COc1ccccc1NC(=O)CC(=O)c1cccc([N+](=O)[O-])c1
42. CNS(=O)(=O)c1cccc(C(=O)OCC(=O)NCCCc2ccccc2)c1
43. CCc1ccccc1NC(=O)CCN1C(=O)C2C3CCC(C3)C2C1=O (stereo not given)
44. O=C(NCCCN1CCOCC1)C(c1ccccc1)c1ccccc1
45. Cc1ccc(-n2c(SCC(=O)OC(C)C)nnc2-c2ccccn2)cc1
46. CCN(CC(=O)NCc1cccs1)C(=O)c1ccc(C)o1
47. CCCc1cc(=O)n2nc(N3CCC(C(=O)N4CCN(c5ccc(OC)cc5)CC4)CC3)sc2n1
48. CC(C)(C)c1ccc(OC(=O)N2CCOCC2)cc1

Assay by compound,41,42,43,44,45,46,47,48
HKDC1 inh,-5.9,-5.8,-9.1,-4.7,-9.9,-6.6,-4.5,-4.9
mIAP act,0.967,0.978,0.968,1,0.921,0.99,1.07,0.935
PfG6PD inh,-8.0,3.3,-6.5,-17.1,-16.8,0.0,-11.3,-4.9
APOBEC3A inh,-1.2,-0.3,7.9,-4.4,-1.4,-2.9,-2.5,-7.3
hIAP inh,2.8,-7.9,-10.1,-24.3,2.5,8.5,-10.8,-12.6
mIAP inh,3.3,2.2,3.2,-0.5,7.9,1.0,-7.2,6.5
ATG4B inh,-7.2,-9.3,7.5,0.0,3.9,-4.4,-1.0,-4.2
hIAP act,0.972,1.08,1.1,1.24,0.975,0.915,1.11,1.13

49. CS(=O)(=O)Cc1ccc(C(=O)NNC(=O)c2cc(-c3ccccc3)n[nH]2)cc1
50. COc1cc(OC)c(OC)cc1CN1CCCC(C(=O)N2CCCC2)C1 (stereo not given)
51. Cn1c(=O)[nH]c(=O)c2c1nc(SCC(=O)O)n2Cc1ccccc1
52. Cc1occc1-c1nnc(SCC(=O)Nc2nc(C(C)(C)C)cs2)o1
53. CC(C)(C)NC(=O)CN(C(=O)C1(C)CC(=O)N=C2C=CC=CN21)C1CCCC1 (stereo not given)
54. C/C(=C\c1cccc(Br)c1)C(=O)c1c(C)cc(C)[nH]c1=O
55. COC(=O)c1ccc(C)c(NS(=O)(=O)c2ccc3c(c2)OCCO3)c1
56. N#CC1(NC(=O)CSc2nnc3n2CCCCC3)CCCCC1

Assay by compound,49,50,51,52,53,54,55,56
HKDC1 inh,-6.8,-3.2,6.0,11.1,12.7,-1.3,7.0,-3.9
mIAP act,0.793,0.97,0.964,1.1,1.01,0.937,1,1.17
PfG6PD inh,1.1,9.0,44.1,15.2,-7.3,-7.1,-25.5,2.5
APOBEC3A inh,0.6,-3.9,-5.2,4.8,3.7,-3.7,-1.3,-1.8
hIAP inh,-25.7,-3.3,-0.6,-5.1,6.6,-2.7,-15.8,-8.1
mIAP inh,20.7,3.0,3.6,-9.7,-1.2,6.3,-0.2,-16.8
ATG4B inh,-9.9,1.8,7.0,-8.6,5.6,-7.2,5.9,-5.2
hIAP act,1.26,1.03,1.01,1.05,0.934,1.03,1.16,1.08
